Bioassay records (PubChem)
Tau fluor counter – counter-screen for tau fibril formation inhibitors. tau K18 P301L Alexa594 fluorescence, heparin fibrillization. Potency, µM (series often up to 57.7 µM), without a hit: at the highest dose activity change, negative = decrease. 280,000 compounds, 0.93% hits; further: on the % scale 0 is the no-effect control and ±100 the full control effect; nearly all actives have a fitted effect of over 55% in size
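Human tau K18 P301L (15 uM unlabeled, 0.24 uM Alexa 594-labeled) in 100 mM sodium acetate pH 7 with 20 uM heparin, 6 hr at 37 C. ThT 30 uM added, 1 hr ambient; Alexa 594 FP and total fluorescence read at 555/632 nm.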
Tau fibril ThT – inhibitors of human tau fibril formation, thioflavin T binding; 270,000 compounds, 2.1% hits; Potency, µM (doses to about 57.4 µM), inactives show top-dose activity, negative = inhibition, usual class: inhibitors; AID 1460; recombinant tau K18 P301L, heparin-induced fibrillization, ThT fluorescence; further: on the % scale 0 is the no-effect control and ±100 the full control effect; nearly all actives have a fitted effect of over 55% in size
Target sequence (P10636 561-689 P618L limits assumed): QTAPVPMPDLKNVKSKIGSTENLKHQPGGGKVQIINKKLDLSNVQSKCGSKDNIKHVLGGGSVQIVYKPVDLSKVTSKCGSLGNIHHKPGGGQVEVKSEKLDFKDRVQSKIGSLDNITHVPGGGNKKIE
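Tau K18 P301L fragment (15 uM unlabeled plus 0.24 uM Alexa 594-labeled) in 100 mM sodium acetate pH 7 with compound, fibrillization induced by 20 uM heparin for 6 hr at 37 C. Thioflavin T (30 uM) added, fluorescence read after 1 hr (ex 450, em 510 nm).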
RECQ1 inh – blocks DNA unwinding by human RECQ1. P46063. RECQ1 DNA unwinding, red fluorescence kinetic read. Potency, µM (titrated, usually from 57.3 µM), inactives show top-dose activity, negative = inhibition, actives largely listed as inhibitors. 240,000 compounds, 0.54% hits. AID 2549;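 further: plate controls were vehicle for no effect and no enzyme for full effect; nearly all actives have a fitted effect of over 30% in size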
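RECQ1T1 50 nM; forked duplex (20 bp + 30-nt ss tails) 200 nM, ATP 2 mM final; pH 8.0, 2 mM MgCl2, 2.5 ug/ml poly(dI-dC); 15 min compound preincubation; discontinuous kinetic read over 2 h at RT.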
TRb SRC2 PPI – TRbeta-SRC2 interaction inhibition; P10828; TRbeta-SRC2 peptide binding, fluorescence polarization; receptor liganded with 1 µM T3; Potency, µM (doses to about 106 µM), without a hit: at the highest dose activity change, negative = inhibition, hits mostly inhibitors; 280,000 compounds, 0.065% hits; AID 1469;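 further: plate controls were bound peptide for no effect and peptide without receptor for full effect; nearly all actives have a fitted effect of over 50% in size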
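Decrease in fluorescence polarization of 20 nM Texas Red SRC2 coactivator peptide flagged inhibition of its binding to 0.6 uM TRb LBD; 1 uM T3 included, incubation 5 hr, ex 555/em 632 nm.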
Tau FP inhib – inhibitors of human tau fibril formation. Potency, µM (titrated, usually from 57.7 µM), for inactives: top-dose activity, negative = inhibition, hits mostly inhibitors. 280,000 compounds, 0.39% hits. K18 P301L tau heparin fibrillization, Alexa594 FP, 6 h; further: on the % scale 0 is the no-effect control and ±100 the full control effect; nearly all actives have a fitted effect of over 55% in size
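Heparin (20 uM) drove fibril formation of recombinant tau K18 P301L, 15 uM unlabeled with 0.24 uM Alexa 594 label, for 6 hr at 37 C in 100 mM sodium acetate pH 7. Fluorescence polarization (555/632 nm) read 1 hr after 30 uM ThT.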
L3MBTL1 inh – inhibitors of human L3MBTL1; Q9Y468; AlphaScreen L3MBTL1–H3K9me1 peptide binding; Potency, µM (titrated, usually from 57.1 µM), inactives show at the highest dose activity, negative = inhibition, usual class: inhibitors; 230,000 compounds, 0.66% hits; AID 485360; further: on the % scale 0 is the no-effect control and ±100 the full control effect; nearly all actives have a fitted effect of over 60% in size
Target sequence (Q9Y468 whole entry, looked up): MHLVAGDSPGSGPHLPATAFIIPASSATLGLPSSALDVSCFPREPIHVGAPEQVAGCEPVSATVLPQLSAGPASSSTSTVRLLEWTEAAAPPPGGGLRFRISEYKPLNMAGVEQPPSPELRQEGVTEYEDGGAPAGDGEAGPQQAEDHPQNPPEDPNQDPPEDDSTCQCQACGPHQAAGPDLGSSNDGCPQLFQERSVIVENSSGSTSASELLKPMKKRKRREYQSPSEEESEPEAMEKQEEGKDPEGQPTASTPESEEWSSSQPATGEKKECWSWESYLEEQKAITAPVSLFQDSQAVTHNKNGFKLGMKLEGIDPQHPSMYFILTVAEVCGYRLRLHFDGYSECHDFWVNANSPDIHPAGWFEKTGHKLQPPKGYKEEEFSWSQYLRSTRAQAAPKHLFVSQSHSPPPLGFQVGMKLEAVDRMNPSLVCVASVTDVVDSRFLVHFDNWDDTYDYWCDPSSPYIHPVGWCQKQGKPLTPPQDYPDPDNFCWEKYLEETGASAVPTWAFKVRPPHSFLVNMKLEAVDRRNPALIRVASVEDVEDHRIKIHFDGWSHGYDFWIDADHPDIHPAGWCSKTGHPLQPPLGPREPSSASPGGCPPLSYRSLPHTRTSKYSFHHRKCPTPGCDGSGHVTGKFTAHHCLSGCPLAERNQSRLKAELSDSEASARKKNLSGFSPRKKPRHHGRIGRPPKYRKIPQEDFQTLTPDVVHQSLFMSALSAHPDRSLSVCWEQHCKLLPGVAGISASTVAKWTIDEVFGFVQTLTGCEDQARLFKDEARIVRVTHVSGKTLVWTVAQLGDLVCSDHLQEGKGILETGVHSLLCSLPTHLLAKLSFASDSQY
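AlphaScreen assay: L3MBTL1 (50 nM final) was preincubated 30 min at room temperature with biotinylated H3(1-15)K9me1 peptide (75 nM final), then 30 min with library compounds; streptavidin donor and nickel chelate acceptor beads (10 ug/mL final) added, 30 min dark.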
TR SRC2 fluor cs – Texas Red fluorescence interference in TRb-SRC2 counter-screen; 280,000 compounds, 0.29% hits; Potency, µM (titrated, usually from 106 µM), inactives show at the highest dose fluorescence change, negative = quenching; AID 1479; TRb/SRC2 Texas Red total fluorescence interference; active means well fitted curve in either direction with a large enough effect; inconclusive means small, poorly fitted or top-dose-only effect; further: on the % scale 0 is the no-effect control and ±100 the full control effect
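Flags fluorescent or light-absorbing compounds by total fluorescence, S + 2P, at 555 nm excitation and 632 nm emission. Mixture: 20 nM Texas Red SRC2 peptide, 0.6 uM human TRb LBD, 1 uM T3, 5% DMSO; compound exposure 5 h at ambient temperature.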
HTT cytoprotect – cytoprotection in Huntington HTT-Q103 PC12 cell model. PC12 HTT-Q103 induced, cytoprotection, ATP luminescence, 40 h. Potency, µM (titrated, usually from 56.4 µM), for the others: cytoprotection (ATP increase), most hits filed as activators. AID 1471. 230,000 compounds, 0.14% hits;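 further: % of control where 0% means no effect; nearly all actives have a fitted effect of over 45% in size; toxic huntingtin expression switched on by the ecdysone agonist tebufenozide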
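Huntington model: PC12 line, ecdysone-inducible HTTQ103 exon1–GFP, tebufenozide 100 nM. Test articles in a dose series. Endpoint luminescence from cellular ATP.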
* marks the source's active call; other numbers are inactive results; i = inactive; ? = inconclusive; . = no result given; [ ] = dose if it differs, or a comment. Unless noted, the call rests on the fitted dose curve; in most records, active means well fitted curve in the direction sought with a large enough effect; inconclusive means small, poorly fitted or top-dose-only effect, or another doubt; inactive means no such curve, though single readings can be large; an effect the other way counts as inactive or inconclusive. Potency means the concentration at half of the fitted maximal effect.

SMILES,Tau fluor counter,Tau fibril ThT,RECQ1 inh,TRb SRC2 PPI,Tau FP inhib,L3MBTL1 inh,TR SRC2 fluor cs,HTT cytoprotect
COc1ccc(/C=N/NC(=O)c2cc(Br)ccc2O)cc1Cn1cc(Cl)cn1,?,?,i,-13%,-13%,-4%,-6%,1%[0.074 µM]
CCOC(=O)C1=C(C)N=C2c3ccccc3C(=O)C2C1c1ccc(Br)cc1 (configuration not stated),11µM*[quencher],?,-6%,7%,-6%,?,4%,34%[10 µM]
CCc1nc(C)cn1S(=O)(=O)c1ccc(Cl)c(Cl)c1Cl,-11%,-2%,0%,1%,?,2%,-7%,13%[10 µM]
COc1ccc2nc(Nc3ccccc3)sc2c1,18µM*[quencher],14µM*,-7%,-1%,11%,-8%,-5%,-131%[inhibitor]
CCc1nc(SCC(=O)c2ccc(Cl)s2)c2oc3ccccc3c2n1,-19%,-15%,i,-7%,-12%,3%,2%,-25%
NC(=O)c1ccccc1N/C=C/C(=O)c1ccccc1,-16%,?,-3%,1%,-14%,0%[11.4 µM],0%,-77%[inhibitor]
CC(C(=O)Nc1ccccc1)N1C(=O)c2ccccc2C1=O (configuration not stated),15%[2.34 µM],-1%,30%[activator],0%,-6%,12%,1%,-16%[10 µM]
COc1ccc(CSc2nnc(C)n2N)cc1[N+](=O)[O-],2%,-8%,i,4%,-2%,5%,1%,12%[10 µM]
CC(C)Cc1nnc(NC(=O)CSc2nc(O)c(-c3ccccc3)c(=O)[nH]2)s1,-12%,?,-2%,-14%,?,.,-2%,15%
O=C(CCCSc1nc(-c2ccco2)cc(C(F)(F)F)n1)NCC1CCCO1 (configuration not stated),-7%,-9%,1%,-6%,2%,-2%,-3%,0%[10 µM]
Cc1cc(C)c(Nc2cc(S(=O)(=O)O)c(N)c3c2C(=O)c2ccccc2C3=O)c(C)c1,7.1µM*[quencher],7.9µM*,?,45µM*,20µM*,16µM*,-24%,25%[10 µM]
COc1ccc(NC(=O)CSc2ncnc3c2cnn3Cc2ccccc2)cc1,-13%,-4%,-1%,-10%,1%,.,-3%,13%
COc1ccc2c(CC(=O)Nc3ccc(OC)c(NS(=O)(=O)c4ccc(F)cc4)c3)coc2c1,-27%,-6%,-1%,-16%,-13%,-17%,-1%,20%[10 µM]
Clc1ccc(Oc2nc3ccccc3n3cccc23)cc1,-7%,-3%,2%,9%,-4%,25%,2%,-22%[10 µM]
O=C(CSc1n[nH]c(=O)[nH]c1=O)c1ccccc1[N+](=O)[O-],-24%,.,29%,-2%,?,.,-2%,22%[10 µM]
CCCC(=O)Nc1c(-c2cccs2)c(=O)c2ccccc2n1C,-7%,-8%,-2%,9%,-2%,.,-1%,5%
COc1ccccc1NC1=C(C)C(=O)CC1,10%,2%,i,-14%,4%,3%,-1%,33%[10 µM]
O=C(NCc1ccccn1)c1nc(-c2cccs2)no1,-3%,-5%,i,-1%,1%,6%,2%,.
Cc1[nH]nc2c1/C(=N\O)CC(C)(C)C2,-9%,-10%,-13%,1%,0%,.,-1%,4%
COCCNC(=O)c1c(-c2ccccc2)c(-c2ccccc2)nn(C)c1=O,-8%,-5%,.,1%,0%,.,0%,.
CNC(=S)N(Cc1cccs1)Cc1cc2ccc(OC)cc2[nH]c1=O,-23%,2%,-3%,14%,-15%,1%,-2%,-5%[10 µM]
c1ccc(-c2nnc(SCc3cn4ccsc4n3)o2)cc1,-2%,-4%,i,4%,3%,-1%,-2%,-26%
CCc1ccc(NC(=O)c2ccc3c(=O)n4c(nc3c2)CCCCC4)cc1,-22%,-10%,-3%,8%,11%,-18%,-4%,16%[10 µM]
CC(=O)c1sc(-c2ccc(F)cc2)cc1NS(=O)(=O)c1ccccc1,-10%,6%,-4%,2%,-13%,1%,-2%,24%[10 µM]
OC[C@@H](O)C1OC2NC(=S)OC2C1O (some centres not stated),-12%,-7%,8%,-12%,-15%,-3%,-3%,25%[10 µM]

The listing continues:
SMILES,Tau fluor counter,Tau fibril ThT,RECQ1 inh,TRb SRC2 PPI,Tau FP inhib,L3MBTL1 inh,TR SRC2 fluor cs,HTT cytoprotect
COc1ccc(-c2nc3cnccn3c2Nc2ccc3c(c2)OCO3)cc1,?,?,4%,2%,13%,-16%,-3%,-19%[10 µM]
COc1ccc(N2CCn3c2nc2c3c(=O)n(CCc3ccccc3)c(=O)n2C)c(OC)c1,-11%,?,-6%,-10%,5%,-5%,0%,-9%
Cc1c(C(=O)Nc2ccc(Cl)cc2)c2ccccn2c1C(=O)c1ccc([N+](=O)[O-])cc1,?,?,i,-1%,3%,.,-1%,13%[10 µM]
CCOC(=O)N1CCN(C(=O)c2ccc(CN(c3ccc(C)c(C)c3)S(C)(=O)=O)cc2)CC1,-7%,-12%,-8%,3%,-3%,6%,6%,-5%
CCc1cc(C(C)=O)c(O)cc1OCCCCCC(C)(C)c1nn[nH]n1,-2%,-16%,-7%,?,11%,.,?,-82%[inhibitor]
Cn1c(=O)c2c(nc(Br)n2Cc2ccccc2Cl)n(C)c1=O,1%,-9%,7%,1%,-2%,5%,-1%,-9%
CC[C@H]1NC(=O)c2cc(S(N)(=O)=O)c(Cl)cc2N1,.,.,i,7%[53 µM],.,.,-4%[53 µM],-1%[40.3 µM]
CCOC(=O)c1scc(-c2ccc(C)cc2)c1S(=O)(=O)Nc1cc(C)ccc1C,-23%,-8%,.,-9%,-2%,.,-6%,.
O=c1oc(-c2cccc(S(=O)(=O)N3CCOCC3)c2)nc2ccccc12,9%,4%,-12%,-18%,1%,?,1%,-20%
CCN1C(=O)C(O)(C2COC(C)(C)CC2=O)c2cc(Br)ccc21 (configuration not stated),5%,-17%,-12%,0%,1%,-8%,3%,-71%[inhibitor]
Cc1ccc(SCc2nc(N)nc(Nc3ccccc3C)n2)c(C)c1,-9%,-11%,i,-10%,5%,25%,0%,-3%[10 µM]
CC(=O)c1cccc(NC(=O)COC(=O)c2ccc3c(c2)OCCO3)c1,-4%,1%,i,-4%,-5%,14%,-1%,-11%
O=C(c1ccncc1)N1CCN(C(=O)c2ccco2)CC1,-1%,-4%,-9%,-13%,-8%,.,-4%,0%
CCOC(=O)c1c2c3c(c(Cl)ccc3[nH]c1=O)C(=O)c1ccccc1-2,?,?,-14%,-4%,4%,-25%,-3%,.
O=Cc1ccc(B(O)O)cc1,-4%,6%,-1%,-2%,-10%,.,-6%,-44%[inhibitor]
c1ccc(OCCCc2nc(-c3ccccn3)no2)cc1,0%,0%,-6%,2%,4%,-5%[11.4 µM],-7%,-1%[0.074 µM]
CCOc1ccc(C(Nc2cccnc2)c2cc(Cl)c3cccnc3c2O)cc1 (configuration not stated),-6%,-5%,-2%,-2%,-2%,?,-2%,-40%[10 µM]
COc1ccc(/C=C2\SC(=O)N(CCNC(=O)CCS(=O)(=O)c3ccc(C)cc3)C2=O)cc1,-17%,?,-11%,8%,-12%,-5%,-3%,10%[10 µM]
CCOc1ccccc1N1CC(C(=O)Nc2ccc3c(c2)OCCO3)CC1=O (configuration not stated),-8%,-11%,i,3%,-3%,.,0%,-50%[inhibitor]
COCCNC(=O)c1ccc2c(c1)NC(=O)CS2,-14%,-4%,i,-24%,-3%,3%,-1%,-2%
COc1ccc(C(CC(=O)Nc2cc(OC)c(OC)c(OC)c2)N2Cc3ccccc3C2=O)cc1 (configuration not stated),?,-13%,.,-1%,10%,.,-2%,.
CCOc1ccc(/C=N/NC(=O)Cc2csc(Nc3cccc(C(F)(F)F)c3)n2)cc1,10µM*[quencher],?,-1%,-20%,0%,.,-1%,-29%
COc1cccc2cc(C(N)=O)/c(=N/NC(=O)COc3ccc(Cl)cc3)oc12,1%,-7%,-1%,-10%,1%,1%,-1%,-9%[10 µM]
N#Cc1c(N)nc(SCC(=O)C23CC4CC(CC(C4)C2)C3)c(C#N)c1-c1ccc(Cl)cc1,-12%,-8%,i,-14%,-7%,.,1%,-44%[inhibitor]
CC(=O)NNC(=S)NC(=O)c1ccc(C)cc1,2%[2.34 µM],?,-17%,1%,4%[2.34 µM],-22%,-3%,-15%[10 µM]

(next part)
SMILES,Tau fluor counter,Tau fibril ThT,RECQ1 inh,TRb SRC2 PPI,Tau FP inhib,L3MBTL1 inh,TR SRC2 fluor cs,HTT cytoprotect
CCOC(=O)c1ccccc1NC(=O)Cn1c(=O)n(-c2ccc(CC)cc2)c(=O)c2c(C)c(C(=O)N(C)C)sc21,-1%,2%,.,-1%,-5%,.,-5%,.
COc1cc(NC(=S)N2CCCCC2C)c(OC)cc1Cl (configuration not stated),-16%,?,6%,-5%,-15%,-5%[11.4 µM],0%,-5%
Cc1ccc(S(=O)(=O)NCC(c2ccc(N(C)C)cc2)N2CCc3ccccc32)cc1C (configuration not stated),?,?,.,9%,7%,.,-1%,.
CC(=O)c1ccc(C(=O)N(CCCN(C)C)c2nc3c(C)c(C)ccc3s2)cc1,-24%,?,.,7%,-16%,.,-8%,.
O=CNc1ccccc1Oc1ccccc1,2%,1%,-7%,2%,7%,.,0%,-9%
O=C(CN1C(=O)C2C3CC(C(Br)C3Br)C2C1=O)N1CCN(Cc2ccccc2)CC1 (configuration not stated),-29%,.,-8%,-5%,-13%,.,-7%,0%[10 µM]
Cc1nonc1NC(=O)CSc1ccc(-c2ccccc2)nn1,-8%,-9%,-4%,-3%,-8%,-5%,-4%,-15%
C/C(CCc1ccccc1)=N\NC(=O)COc1ccccc1C,-10%,?,i,-1%,-4%,-2%[11.4 µM],-1%,-45%[inhibitor]
CCc1nc2sc(C(C)=O)c(N)c2c2c1CCCC2,-22%,-22%,-4%,-11%,8%,45%[activator],-1%,2%[10 µM]

An excerpt. The share of hits here may be higher or lower than overall.
